# OX1R antagonist – OX1R (HCRTR1) antagonists, primary screen, fluorescence, CHO/OX1R cells, Fluo-8 calcium, orexin A. Orexin/Hypocretin receptor type 1 (Homo sapiens), O43613. Fluo-8 calcium fluorescence. inhibition, % at 5 µM. hit rate 0.43% among 330,000. AID 434989, 2010;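 active means inhibition above its plate's threshold, mean inhibition of all tested compounds on the plate plus 3 SD, cut at about 37% in these data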;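 further: 0% = orexin A challenge wells and 100% = SB-334867-A antagonist wells; not every result past the cut was called active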
# Target sequence (O43613 whole entry, looked up): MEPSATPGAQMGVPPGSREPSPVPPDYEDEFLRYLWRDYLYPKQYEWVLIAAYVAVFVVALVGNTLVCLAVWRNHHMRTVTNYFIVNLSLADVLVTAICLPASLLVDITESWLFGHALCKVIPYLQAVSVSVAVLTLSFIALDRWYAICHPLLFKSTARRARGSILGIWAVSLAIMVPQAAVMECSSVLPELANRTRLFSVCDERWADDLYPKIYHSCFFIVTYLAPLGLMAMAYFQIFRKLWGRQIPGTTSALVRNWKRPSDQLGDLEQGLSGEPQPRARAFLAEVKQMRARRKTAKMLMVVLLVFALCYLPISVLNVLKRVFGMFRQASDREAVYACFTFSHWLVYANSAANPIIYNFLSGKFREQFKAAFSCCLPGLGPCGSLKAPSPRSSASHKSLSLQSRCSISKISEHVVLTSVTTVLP
# CHT allo act – CHT positive allosteric modulators, primary screen, cell-based, membrane potential dye, choline EC20 | CHT-expressing cells; stronger effect = higher value; LV-AA mutant CHT in HEK293 cells | B-score at 10 µM | hit rate 0.49% among 310,000 | AID 488977, 2010;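 active means initial fluorescence not abnormally high and integrated response B-score, plate-corrected, over 3 SD above library mean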
# Target sequence (Q9GZV3 whole entry, looked up): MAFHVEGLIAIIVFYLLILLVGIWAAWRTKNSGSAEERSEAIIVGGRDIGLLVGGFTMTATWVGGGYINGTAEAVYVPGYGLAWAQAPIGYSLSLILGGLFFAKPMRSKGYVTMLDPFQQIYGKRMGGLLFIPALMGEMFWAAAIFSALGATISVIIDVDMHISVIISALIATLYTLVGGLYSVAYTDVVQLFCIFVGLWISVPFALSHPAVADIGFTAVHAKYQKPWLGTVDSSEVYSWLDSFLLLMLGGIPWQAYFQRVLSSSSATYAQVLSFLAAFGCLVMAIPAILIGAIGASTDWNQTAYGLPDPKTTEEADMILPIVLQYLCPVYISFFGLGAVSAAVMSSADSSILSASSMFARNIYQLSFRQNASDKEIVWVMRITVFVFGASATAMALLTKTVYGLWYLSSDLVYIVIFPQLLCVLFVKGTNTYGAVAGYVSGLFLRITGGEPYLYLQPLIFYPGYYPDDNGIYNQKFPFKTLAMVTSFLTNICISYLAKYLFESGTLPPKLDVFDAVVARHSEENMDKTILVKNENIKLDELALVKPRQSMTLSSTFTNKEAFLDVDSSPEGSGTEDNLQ
# An asterisk follows results filed as active; i = inactive; / = no result given; & = joins results of further samples. Outcome played no part in choosing rows; about 0.83% have a hit in one of these screens.
SMILES,OX1R antagonist,CHT allo act
Cc1ccc(S(=O)(=O)N(CC(=O)NCC2CCCO2)Cc2cccc(C)c2)cc1 (stereo not drawn),-25.4,i
CCCCNC(=O)Cn1c(=O)n(C)c2ccccc21,-8.3,i
CN(CC(=O)Nc1cccc(F)c1)C(=O)c1ccc(OCc2cn3ccccc3n2)cc1,-27.3,/
CN(CC(=O)Nc1cccc(F)c1)C(=O)c1cccnc1Sc1ccc(Cl)cc1,-33.5,i
C=CCn1cccc(C(=O)Nc2cc(OC)ccc2OC)c1=O,-27.3,i
O=C1O/C(=C/c2ccccc2)c2ccccc21,-12.9,i
OC1CCN(c2c3c(nc4cc(-c5ccc(F)cc5)nn24)CCC3)CC1,-30.5,i
CC(C)C(NC(=O)Nc1ccccc1)C(=O)Nc1cccc(S(=O)(=O)N(C)C)c1 (stereo not drawn),-11.9,i
CCOc1c(Cl)cc(CNCC(C)C)cc1Cl,-10.4,i
COc1ccccc1NS(=O)(=O)c1cc(C(=O)N2CCCC2)ccc1C,-3.7,/
S=C(NCc1ccncc1)Nc1cc(Cl)cc(Cl)c1,9.6,i
COc1cc2c(cc1OC)C(c1cccs1)CC(=O)N2 (stereo not drawn),-9.9,i
COCCNC(=O)/C(C#N)=C/c1c(F)cccc1Cl,-8.7,i
C=CCN1CN(S(=O)(=O)c2cccs2)c2nc3ccccc3nc21,-7.0,i
O=[N+]([O-])c1cc(S(=O)(=O)N2CCCC2)ccc1N/N=C/c1cccs1,-18.8,i
COc1ccc(OC)c(C(=O)NC(CC(N)=O)c2ccc(N3CCC(Cc4ccccc4)CC3)c([N+](=O)[O-])c2)c1 (stereo not drawn),-17.4,i
Nc1nnc(SCC(=O)NCCOc2ccccc2)s1,0.4,i
CCCS(=O)(=O)N1CCC(C(=O)NCc2ccccc2Cl)CC1,-8.5,i
Cc1ccc(N2C(=O)NC(NC(=O)c3ccc(Cl)cc3)(C(F)(F)F)C2=O)cc1 (stereo not drawn),-26.3,i
COc1ccc(C2=C(CN(C)C)C(c3ccccc3)c3ccccc3O2)cc1 (stereo not drawn),-29.8&-11.5,i
COc1ccc2c(c1)OC/C(=C/c1cccs1)C2=O,-14.7,i
CN1C(=O)/C(=C/c2cc(C(C)(C)C)c(O)c(C(C)(C)C)c2)NC1=S,-31.2,i
O=C(COC(=O)c1ccc(Cl)nc1)NCc1ccco1,3.5,i
Cc1ccc(C)c(-n2c(SCC(=O)O)nc3sc4c(c3c2=O)CCCC4)c1,-33.7,i
CCOc1ccc(Cn2c(SCCCCC#N)nc3c2c(=O)n(C)c(=O)n3C)cc1OCC,-32.9,i
O=C(CN1CCOCC1)NNC(=O)c1ccc(Cl)cc1,-0.7,/
Cc1c(NC(=O)c2csc3c2CCCC3)c(=O)n(-c2ccccc2)n1C,-21.2,i
O=C(COC(=O)c1cc2c(s1)CCCCC2)NC1CCS(=O)(=O)C1 (stereo not drawn),-13.7,i
Cc1cc2cc(CNC(=O)CC(C)C)ccc2n1C,-6.9,i
O=C(CN(C(=O)c1csnn1)c1ccccc1F)NCc1ccc2c(c1)OCO2,-8.9,i
Cc1cc(O)c(Oc2cc(C)cc(O)c2O)c(O)c1,7.6,i
O=C(NNC(=O)c1cccnc1)Nc1cccc(Cl)c1Cl,1.5,i
COc1ccc(C[C@H]2CN3C(=NC[C@H]3C)N2CCNC(=O)CCC2CCCCC2)cc1,-19.5,i
NNC(=O)CCc1nc2ccccc2[nH]1,-26.6,i
COc1ccc(F)cc1S(=O)(=O)Nc1cc2c3c(c1)CCC(=O)N3CCC2,-2.5,i
C=CCC[C@@H](Cc1ccc(F)cc1)C(=O)OC[C@@H]1CCCN1C(=O)[C@@H](CC=C)CC(=O)N[C@@H](CO)Cc1ccccc1,34.5,/
Cc1ccccc1OCc1nc2ccccc2c(=O)n1/N=C/c1cccc([N+](=O)[O-])c1,2.4,i
Cc1cccc(C(=O)NCCCNC(=O)c2ccc(C)nc2)c1,-4.8,i
COc1cccc(NC2=C(C#N)C(=O)NC(c3cccc(OC)c3O)S2)c1 (stereo not drawn),-3.5,i
CCCCn1c(N)c(N(CC(C)C)C(=O)CSc2nnc(C)n2-c2ccc(OC)cc2)c(=O)[nH]c1=O,14.9,i
COc1ccc(Nc2ncc(C(=O)N3CCN(c4ccc(F)cc4)CC3)c3ccccc23)cc1,10.6,i
CC1CCN(c2ccccc2NC(=O)c2ccc(F)cc2)CC1,-37.5,9.34*
COc1cccc(CNC(=O)c2ccccc2N)c1,-9.9,i
CCSc1nnc(NC(=O)[C@@H](NC(=O)c2ccccc2)C(C)C)s1,-14.5,i
Cn1c(C(=O)Nc2ccc(Cl)cc2)cc2cc(Cl)ccc21,-24.3,i
O=C(CN(C(=O)CCC(=O)Nc1nccs1)c1ccc(F)cc1)NCc1ccc2c(c1)OCO2,-15.0,i
CC(C)CNc1nc(Oc2ccc(=O)[nH]n2)nc(N2CCOCC2)n1,-30.9,i
CC(OC(=O)C1=COCCO1)C(=O)Nc1cc(S(=O)(=O)N2CCCCC2)ccc1Cl (stereo not drawn),-21.0,i
Cc1cccc(C2c3[nH]c4ccccc4c3CCN2C(=O)Cc2nc(-c3ccccc3)n[nH]2)n1 (stereo not drawn),40.9,i
Cc1cccc(/C=N\Nc2cn[nH]c(=O)c2Cl)c1,-13.4,i

# Next records follow:
SMILES,OX1R antagonist,CHT allo act
CCC(C)[C@H](N)c1cn([C@@H](Cc2ccc(O)cc2)C(=O)N2CCNCC2)nn1 (stereo partly drawn),5.0,i
CCOC(=O)N1CCC(NC(=O)C2CCN(S(=O)(=O)N3CCC(C)CC3)CC2)CC1,-14.4,i
CCOC(=O)N1CCN(C(=O)Cn2ncn3nc(-c4cccs4)cc3c2=O)CC1,-20.4,i
COc1cccc(Nc2nc3ccccc3nc2NS(=O)(=O)c2cccs2)c1,-4.3,i
COc1ccc(-c2nn(-c3ccccc3)cc2C(=O)N2c3ccc(C)cc3C3CN(C)CCC32)cc1 (stereo not drawn),-11.2,i
COc1cc(NC(=O)COC(=O)c2ccc(C)c(S(=O)(=O)N3CCCCC3)c2)c(C)cc1[N+](=O)[O-],-20.6,i
CN(CC(=O)Nc1ccccc1Sc1ccccc1)Cc1nc2ccccc2c(=O)[nH]1,-6.4,i
CC(C)NC(=O)COC(=O)/C=C/c1ccco1,10.4,i
COC(=O)C1=C(C)N=C2SCCC(=O)N2C1/C=C/c1ccccc1 (stereo not drawn),-22.7,i
Cc1ccc(NC(=S)NC(=O)c2ccc(-c3ccc(Cl)cc3)o2)c(O)c1,-21.4,i
O=C1C(=O)N(CCN2CCOCC2)C(c2ccc(Cl)c(Cl)c2)/C1=C(/O)c1ccc2c(c1)OCO2 (stereo not drawn),-8.6,i
O=C(O)CCC(=O)N1N=C(c2ccco2)CC1c1cccs1 (stereo not drawn),-10.3,i
CCC(C)n1c(-c2cccc(S(=O)(=O)N(CC)CC)c2)n[nH]c1=S (stereo not drawn),-29.6,i
c1ccc(Nc2nc(-c3cccnc3)cs2)nc1,0.2,i
CCC(=O)Nc1cccc(C(=O)OC)c1,-2.6,i
CCc1ccc(NC(=O)C2CCCN(S(=O)(=O)c3ccc4c(c3)CCCN4C(C)=O)C2)cc1 (stereo not drawn),-13.8,i
COCCN(C(=O)COC(=O)c1cc2ccccc2cc1O)c1c(N)n(Cc2ccccc2)c(=O)[nH]c1=O,-37.0,i
Cc1sc(NC(=O)CS(=O)(=O)c2ccccc2)c(C#N)c1C,-21.7,i
CN(CC(=O)Nc1c(Cl)cccc1Cl)C(=O)c1n[nH]c2ccccc12,-4.1,i
CN1CCN(CCC(=O)Nc2ccc(F)c(F)c2)CC1,-17.8,i

# Individual results from the list.
# For OX1R antagonist, CN(CC(=O)Nc1ccccc1Sc1ccccc1)Cc1nc2ccccc2c(=O)[nH]1 is listed with -6.4
# For OX1R antagonist, CCc1ccc(NC(=O)C2CCCN(S(=O)(=O)c3ccc4c(c3)CCCN4C(C)=O)C2)cc1 (stereo not drawn) is listed with -13.8
# For OX1R antagonist, CCCCn1c(N)c(N(CC(C)C)C(=O)CSc2nnc(C)n2-c2ccc(OC)cc2)c(=O)[nH]c1=O is listed with 14.9
# For OX1R antagonist, CCC(C)[C@H](N)c1cn([C@@H](Cc2ccc(O)cc2)C(=O)N2CCNCC2)nn1 (stereo partly drawn) is listed with 5.0
# For OX1R antagonist, O=C(CN(C(=O)c1csnn1)c1ccccc1F)NCc1ccc2c(c1)OCO2 is listed with -8.9
# For OX1R antagonist, Cc1cccc(/C=N\Nc2cn[nH]c(=O)c2Cl)c1 is listed with -13.4

# Continuation.
SMILES,OX1R antagonist,CHT allo act
COc1ccc(C(=O)C2CCN(C(=O)Nc3ccccc3C)CC2)cc1,-15.2,i
CC(C)C(OC(=O)c1cc2sccc2n1C)C(=O)NCC1CCCO1 (stereo not drawn),-34.9,i
Cc1nc2ccccc2c2c(N)c3ccccc3n12,-17.2,i
CN1C(=S)SC2CS(=O)(=O)CC21C (stereo not drawn),-3.6,i
Cc1ccc2c(c1)N(CCC(=O)NCc1cccnc1)C(=O)CO2,1.8,i
CN(C)c1oc(-c2ccccc2Cl)nc1S(=O)(=O)c1ccccc1,-26.7,i
CC(C)C(C(=O)Nc1ccc(S(N)(=O)=O)cc1)N1C(=O)c2ccccc2C1=O (stereo not drawn),-5.1,i
CCOC(=O)C1CCN(C(=O)c2ccccc2NC(=O)C2=C(C)OCCS2)CC1,-12.9,i
COc1ccc(C(=O)NC(=S)Nc2ccc(N3CCN(C(C)=O)CC3)cc2)cc1[N+](=O)[O-],-22.8,i
COC(=O)c1cc(Cl)c(N)cc1OC,-15.2,i
Cc1ccnc(NC(=O)CSc2nnc3c(n2)[nH]c2ccccc23)c1,-15.5,i
CCN=C1SC(C(=O)Nc2ccc(Cl)c(Cl)c2)CC(=O)N1CC (stereo not drawn),-5.3,i
C#CCOc1ccccc1CNC1CCN(Cc2ccccc2)CC1,-22.1,i
CN(Cc1cccc(F)c1)C(=O)CN1CCN(S(=O)(=O)c2ccc3c(c2)OCCCO3)CC1,-15.0,/
Cc1cc(OCC(=O)NCC(c2ccc(F)cc2)N2CCOCC2)ccc1Cl (stereo not drawn),10.2,/
CC(CSc1nnnn1-c1ccccc1)Cn1c(N2CCN(C)CC2)nc2c1c(=O)[nH]c(=O)n2C (stereo not drawn),-18.5,i
COc1cccc2sc(N(CCCN(C)C)C(=O)c3ccc(S(=O)(=O)N4CCCc5ccccc54)cc3)nc12,-7.2,i
O=S(=O)(Nc1cccc(-n2cnnn2)c1)c1ccccc1C(F)(F)F,2.6,i
COc1ccc(C2/C(=C(/O)c3ccccc3)C(=O)C(=O)N2C)c(OC)c1 (stereo not drawn),-10.0,i
COc1ccc(CN2C(=O)CCC(C(=O)O)C2c2ccccc2)cc1 (stereo not drawn),-25.9,i
Nc1nc(NCC2CCCO2)nc(Nc2ccccc2)c1[N+](=O)[O-] (stereo not drawn),-32.8,i
COc1ccc(C)c2sc(NC(=O)C3CC3)nc12,-12.2,i
COc1ccccc1C(C)NS(=O)(=O)c1ccc(Cl)nc1 (stereo not drawn),-1.4,i
Cc1cc(NC(=O)COC(=O)CNS(=O)(=O)c2ccc(C)c(C)c2)no1,-15.3,i
CCCC[C@H](CC(=O)c1ccccc1)[C@@H](OC(C)=O)C(=O)Oc1c(C(C)C)cccc1C(C)C,-31.6,/
Cc1c([N+](=O)[O-])c([N+](=O)[O-])nn1CC(=O)NCCc1ccccc1,-17.6,i
O=C(COC(=O)c1ccco1)NCCNC(=O)COC(=O)c1ccco1,-2.2,i
CC(=O)c1ccc(NC(=O)C2CC(c3ccc(F)cc3)=NO2)cc1 (stereo not drawn),-6.7,i
O=C(O)CCC(=O)NNc1ncnc2ccccc12,1.9,i
CCC(OC(=O)C(CC(C)C)NC(=O)c1ccccc1)C(=O)Nc1nnc(C)s1 (stereo not drawn),-25.2,/

# Sorted by molar mass (low to high): three of the compounds above.
SMILES,OX1R antagonist,CHT allo act
Cc1c([N+](=O)[O-])c([N+](=O)[O-])nn1CC(=O)NCCc1ccccc1,-17.6,i
O=C(COC(=O)c1ccco1)NCCNC(=O)COC(=O)c1ccco1,-2.2,i
Cc1cc(NC(=O)COC(=O)CNS(=O)(=O)c2ccc(C)c(C)c2)no1,-15.3,i

# Four of the compounds above, with two lines to a compound:
# Every second line gives: OX1R antagonist | CHT allo act
Cc1c([N+](=O)[O-])c([N+](=O)[O-])nn1CC(=O)NCCc1ccccc1
    -17.6 | i
O=C(COC(=O)c1ccco1)NCCNC(=O)COC(=O)c1ccco1
    -2.2 | i
CC(=O)c1ccc(NC(=O)C2CC(c3ccc(F)cc3)=NO2)cc1 (stereo not drawn)
    -6.7 | i
O=C(O)CCC(=O)NNc1ncnc2ccccc12
    1.9 | i

# (continued)
SMILES,OX1R antagonist,CHT allo act
CN1CCN(C(=O)c2cc3c(n(-c4ccccc4)c2=O)CC(C)(C)CC3=O)CC1,-24.4,i
CCOC(=O)N1CCN(C(=O)C2CCCN(c3ncnc4c3nc3n4CCCCC3)C2)CC1 (stereo not drawn),-32.2,i
O=C(NCCc1ccccc1)c1cnc2sccn2c1=O,-7.8,i
Cc1ccc(C)n1-c1ncc(Br)cn1,-9.1,i
Nc1nnnn1CC(=O)OCc1cccc(Br)c1,-8.9,i
FC(F)Oc1ccccc1/C=N/Nc1nc2ccccc2o1,-11.0,i
COc1ccccc1N1CCN(C(=O)NCc2cccc(C(F)(F)F)c2)CC1,4.0,i
COc1ccc(Cl)cc1NC(=O)C/C(C)=N/NC(=O)COc1ccc(C)cc1,10.4,i
COc1cccc(CNC(=O)CNS(=O)(=O)c2ccc(Br)s2)c1,-17.5,i
CCOc1ccc(-c2c(=O)n(OCc3ccccc3Br)c3ccccc3[n+]2[O-])c(OCC)c1,-14.9,i
C[C@]12c3[nH]c4cc(-c5ccco5)ccc4c3CCN1C(=O)[C@@H](CC(=O)NCCc1ccccn1)C[C@@H]2C(=O)N1CCOCC1,-26.9,/
Cc1ccc(Sc2ccc(NC(=O)CCl)cc2)c(C)c1,11.2,i
Cc1cccc(N(CC(N)=O)S(C)(=O)=O)c1C,-2.5,i
Clc1ccc(/C=N/N2CCN(Cc3ccccc3Cl)CC2)cc1,-15.0,i
